Source: PubChem BioAssay (several laboratories)
RTF Ca sens act: cardiac RTF calcium sensitization; AID 493008; hit rate 0.24% among 340,000; P19429+P45379; IANBD-labeled TnC RTF fluorescence at EC20 calcium; 0% EC20 calcium, 100% full calcium; activation, % at 7.2 µM;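 active = activation above the mean over all tested compounds plus 3 SD, cut at about 30% in these data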;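 note: rise in fluorescence read as greater calcium sensitivity of cardiac thin filaments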
Rtt109 Vps75: blocks Candida albicans Rtt109/Vps75 acetyltransferase activity. purified Rtt109/Vps75, ThioGlo CoA-SH fluorescence, 4 h. inhibition, % at 34.9 µM. hit rate 0.16% among 330,000;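 active = inhibition of at least 50% in every replicate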
Keap1-Nrf2 PPI: Keap1-Nrf2 (human) interaction inhibition | AID 504523 | hit rate 0.15% among 340,000 | Q14145 | inhibition, % at 9.4 µM | Keap1 Kelch-Nrf2 peptide fluorescence polarization, 1536-well; in the data active = inhibition above about 12%;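 note: human Keap1 Kelch domain with fluorescein labeled Nrf2 9mer peptide probe; 0% = neutral control wells and 100% = peptide positive control; higher means more block of Keap1 binding to Nrf2 peptide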
PKA-R2B activ: activates the human PKA-R2B holoenzyme complex; PKA-R2B holoenzyme dissociation, Cy5-IP20 fluorescence polarization; R2B truncated from residue 108, S112A mutant; 0% DMSO only, 100% 113 µM cGMP; P22694+P31323; hit rate 0.079% among 340,000; activation, % at 11.4 µM;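 active = activation above a cutoff set at the mean over all compounds plus 3 SD, cut at about 18% in these data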;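 note: higher means more holoenzyme dissociation and a rise in polarization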
Target sequence (P31323 whole entry, looked up, other chains not shown, the tested form may be a part): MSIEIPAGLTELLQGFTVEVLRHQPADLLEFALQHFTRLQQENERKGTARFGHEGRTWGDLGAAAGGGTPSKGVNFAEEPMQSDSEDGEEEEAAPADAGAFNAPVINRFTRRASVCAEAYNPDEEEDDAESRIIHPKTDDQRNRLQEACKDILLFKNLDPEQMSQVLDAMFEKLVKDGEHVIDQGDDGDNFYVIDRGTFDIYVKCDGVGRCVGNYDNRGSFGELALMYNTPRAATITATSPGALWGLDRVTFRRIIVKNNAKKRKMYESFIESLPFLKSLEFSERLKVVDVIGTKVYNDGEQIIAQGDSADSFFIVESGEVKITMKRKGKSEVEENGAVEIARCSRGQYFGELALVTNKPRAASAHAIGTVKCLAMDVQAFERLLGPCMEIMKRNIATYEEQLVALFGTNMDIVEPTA
Cardiac RTF inh: cardiac RTF calcium desensitization. inhibition, % at 7.15 µM. hit rate 0.12% among 340,000. IANBD-labeled cardiac RTF, Ca2+ fluorescence;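 active = inhibition above the mean inhibition of all tested compounds plus 3 SD, cut at about 17% in these data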;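 note: assay run at fixed EC70 calcium of 1.6 mM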
DAGLB inh: blocks human DAGLB lipase activity. hit rate 0.059% among 340,000. inhibition, % at 5.17 µM. HEK293T DAGLB membrane lysate, EnzChek fluorogenic substrate; in the data active = inhibition above about 34%;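 note: 0% = enzyme with vehicle and 100% = wells lacking enzyme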
Target sequence (Q8NCG7 whole entry, looked up): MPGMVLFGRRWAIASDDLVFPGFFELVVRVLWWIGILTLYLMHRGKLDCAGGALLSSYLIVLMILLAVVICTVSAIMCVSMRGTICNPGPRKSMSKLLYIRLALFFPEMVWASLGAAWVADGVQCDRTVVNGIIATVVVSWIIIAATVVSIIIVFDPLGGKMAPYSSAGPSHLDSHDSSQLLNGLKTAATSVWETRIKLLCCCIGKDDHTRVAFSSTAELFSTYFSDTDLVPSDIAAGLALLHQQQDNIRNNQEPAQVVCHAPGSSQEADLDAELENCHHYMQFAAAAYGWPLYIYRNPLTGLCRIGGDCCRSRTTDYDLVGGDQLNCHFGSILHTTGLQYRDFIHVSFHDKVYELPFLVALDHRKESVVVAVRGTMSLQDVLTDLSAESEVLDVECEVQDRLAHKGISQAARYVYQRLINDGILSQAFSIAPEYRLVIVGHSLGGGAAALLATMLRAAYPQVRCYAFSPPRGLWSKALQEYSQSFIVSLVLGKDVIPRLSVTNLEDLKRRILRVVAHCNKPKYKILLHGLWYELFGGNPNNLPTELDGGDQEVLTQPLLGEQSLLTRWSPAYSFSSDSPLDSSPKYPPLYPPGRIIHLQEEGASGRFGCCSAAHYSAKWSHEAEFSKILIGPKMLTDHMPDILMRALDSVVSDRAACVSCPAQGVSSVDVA
CAL PDZ FP-1: blocks peptide binding to the human CAL PDZ domain; Q9HD26; purified CAL PDZ, TMR-peptide fluorescence polarization, 1 h; inhibition, % at 24.9 µM; hit rate 0.92% among 300,000; AID 602252;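 active = mean inhibition of at least 30% with at least half of replicates also reaching 30%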;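 note: 0% = DMSO neutral control and 100% = excess unlabeled competitor peptide PRC23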
CAL PDZ FP-2: blocks peptide binding to human CAL PDZ domain; purified CAL PDZ, TMR-peptide fluorescence polarization, 1 h; hit rate 0.02% among 330,000; Q9HD26; AID 504414; inhibition, % at 20 µM;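 active = highest replicate inhibition of at least 40%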;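 note: plate controls were DMSO neutral control wells for no effect and unlabeled competitor peptide control wells for full effect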
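Test system: purified CerCALP PDZ construct; Compound dosing: one concentration, 20 µM compound; Also added: TMR-labelled reporter peptide T*-PRC34 bound in PDZ groove; Read-out: inhibition from polarization loss; Controls: unlabelled peptide and DMSO controls; Signal: FP readout, S and P plane fluorescence; Incubation: 1 h at RT.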
C-LANA FP: inhibitors of KSHV LANA C-terminal domain DNA binding; MBP-C-LANA/FAM-LBS DNA binding, fluorescence polarization; inhibition, % at 9 µM; hit rate 0.078% among 340,000;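 active = highest replicate inhibition at or above 60% at 9 µM, even if other replicates fall short; inactive = all replicates below 60% inhibition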;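 note: 0% = neutral control wells and 100% = 4 µM acridine orange control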
SR-BI uptake up: enhances SR-BI lipid uptake from DiI-HDL; activation, % at 12.5 µM; CHO ldlA[mSR-BI] cells, DiI-HDL uptake fluorescence, 3 h; 100 = double the neutral-control signal; hit rate 0.096% among 320,000; AID 504775;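 active = mean replicate activation of at least 60% and every replicate at or above 60%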;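 note: 0% = median plate neutral-control signal and 100% = twice that signal; values of inactives mirror those of a sister screen read the other way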
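material = CHO ldlA[mSR-BI] cells | medium = Ham's F12 with 0.5% BSA, HEPES 25 mM, pH 7.4 | reagent = fluorescent DiI-HDL, 10 µg/mL final | compound dosing = single-point compound dose | incubation = 3 h, 37 °C | measured by = bottom-read fluorescence, 550/595 nm | measure = HDL uptake via cellular fluorescence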
* hit, by the source's call; / = not tested or not shown.

SMILES | RTF Ca sens act | Rtt109 Vps75 | Keap1-Nrf2 PPI | PKA-R2B activ | Cardiac RTF inh | DAGLB inh | CAL PDZ FP-1 | CAL PDZ FP-2 | C-LANA FP | SR-BI uptake up
Cc1ccc(S(=O)(=O)N2CCCC2C(=O)n2nc(C)cc2C)cc1 (stereo not drawn) | 7 | -12 | -5 | -1 | -6 | -4 | -4 | -0.2 | 0.1 | 14
COc1ccc2cc(C[C@@H]3CC[C@@H](CO)O3)ccc2c1 | 0 | -2 | 2 | -3 | -1 | -2 | 0 | 0.6 | 2.4 | -5
O=C(c1ccco1)N(Cc1cc2ccccc2[nH]c1=O)C1CCCCC1 | 0 | 12 | -3 | 7 | -8 | 2 | -1 | -1.1 | 0.0 | 6
O=C(COC(=O)Cc1ccccc1F)Nc1ccc2c(c1)OCCO2 | -3 | -2 | 2 | -2 | -7 | -4 | 5 | 0.1 | 0.0 | 33
O=C(NCC1CCCO1)c1ccc(NC(=O)c2cc(F)c(F)cc2Cl)cc1 (stereo not drawn) | -7 | 8 | 0 | 0 | 1 | -1 | -4 | -0.5 | 4.7 | 2
COc1cccc(NC(=O)CSc2nc3ccccc3c3nc4ccccc4n23)c1 | -2 | 0 | -2 | -5 | 4 | 0 | -4 | 0.9 | -0.6 | 2
CC(=O)c1ccc(NC(=O)CSc2ccc3nnc(-c4cccnc4)n3n2)cc1 | -2 | -6 | 0 | 1 | 0 | 0 | 3 | -0.8 | 2.3 | 1
COc1cc(C)nc(-c2csc(C)n2)n1 | 4 | -1 | 1 | 3 | 2 | -1 | -6 | -0.5 | 1.9 | -1
COc1ccccc1C(=O)Nc1ccc2c(c1)nc(CN1CCCCC1)n2C | -1 | 2 | -3 | -9 | 4 | -1 | 71* | -1.0 | 0.1 | -49
Cc1ncsc1C(=O)Nc1nc2c(s1)CCCC2 | -2 | -4 | -4 | 7 | 2 | -1 | / | -1.2 | 0.8 | -3
COc1cc(C(=O)NCC(c2ccco2)N2CCCC2)ccc1OCc1ccccc1 (stereo not drawn) | -2 | 2 | -1 | -11 | -8 | 0 | -3 | -2.5 | 0.8 | -62
COc1cc(NS(=O)(=O)c2ccc(NC(=S)NC(=O)c3sc4cc(F)ccc4c3Cl)cc2)nc(OC)n1 | -11 | / | -6 | -10 | -2 | 9 | -2 | -4.3 | 1.5 | -10
CCN(CC)c1ccc(/C=N/NC(=O)CNC(=O)c2cccnc2)cc1 | -5 | 2 | 5 | -4 | -12 | 2 | -3 | 0.7 | 1.7 | -8
CN1C[C@@H]2C(c3ccc(Cl)nc3)C3(c4cccnc4)CC2(C3)[C@H]1c1ccccc1 (stereo partly drawn) | 1 | 12 | 2 | -17 | 0 | 0 | -2 | -0.6 | 1.8 | 20
Cn1c(=O)n(C)c2cc(NC(=O)C(F)(F)F)ccc21 | 0 | -10 | 3 | -2 | -5 | -5 | / | -2.1 | 1.4 | -14
COc1ccc(-c2nnc(SCC(=O)Nc3sc4c(c3C#N)CCCC4)n2-c2ccccc2)cc1 | -3 | -9 | 2 | -4 | 6 | -1 | 0 | -2.8 | -1.5 | -34
N#Cc1c(/N=C/N2CCOCC2)sc2c1CCCCC2 | 11 | 3 | 0 | 2 | -4 | -1 | -1 | -1.5 | 0.3 | -19
N#Cc1c(-c2ccccc2)ccn(Cc2ccc(Cl)cc2)c1=O | 7 | -16 | 2 | -2 | -5 | -2 | -11 | -1.6 | -1.4 | 6
CSc1ccc(S(=O)(=O)N2CCC(C(=O)Nc3cccnc3)CC2)cc1 | -4 | / | -3 | -4 | 2 | -4 | 4 | -3.9 | 1.1 | /
O=C1CN(C(=O)COC(=O)c2ccc(N3CCCCCC3)c([N+](=O)[O-])c2)c2ccccc2N1 | -5 | 10 | 6 | -13 | 7 | 7 | -3 | -2.3 | 1.1 | -8
CCC(=O)Nc1ccc(NC(=O)CSc2nnc(-c3ccc(O)cc3)n2CC2CCCO2)cc1 (stereo not drawn) | 0 | 2 | 0 | 2 | -4 | -2 | -1 | 0.9 | -0.3 | 3
O=C(NC1CCCc2ccccc21)c1ccc(F)cc1F (stereo not drawn) | -2 | -12 | 0 | -3 | 2 | -2 | 1 | -1.8 | -0.1 | /
Cc1csc(SCC(=O)Nc2cccc(S(=O)(=O)N3CCOCC3)c2)n1 | 0 | 14 | -2 | -2 | -14 | -1 | 1 | -0.3 | 0.1 | -31
O=C(COC(=O)CC1CC2CCC1C2)Nc1ccccc1[N+](=O)[O-] (stereo not drawn) | 8 | 13 | 1 | 8 | -4 | -1 | -3 | 1.4 | -0.3 | 8

Compound profiles, from the list above:
Cn1c(=O)n(C)c2cc(NC(=O)C(F)(F)F)ccc21 in the list: RTF Ca sens act: 0; Rtt109 Vps75: -10; Keap1-Nrf2 PPI: 3; PKA-R2B activ: -2; Cardiac RTF inh: -5; DAGLB inh: -5; CAL PDZ FP-1: /; CAL PDZ FP-2: -2.1; C-LANA FP: 1.4; SR-BI uptake up: -14
COc1ccc(-c2nnc(SCC(=O)Nc3sc4c(c3C#N)CCCC4)n2-c2ccccc2)cc1 in the list: RTF Ca sens act: -3; Rtt109 Vps75: -9; Keap1-Nrf2 PPI: 2; PKA-R2B activ: -4; Cardiac RTF inh: 6; DAGLB inh: -1; CAL PDZ FP-1: 0; CAL PDZ FP-2: -2.8; C-LANA FP: -1.5; SR-BI uptake up: -34

Other compounds.
SMILES | RTF Ca sens act | Rtt109 Vps75 | Keap1-Nrf2 PPI | PKA-R2B activ | Cardiac RTF inh | DAGLB inh | CAL PDZ FP-1 | CAL PDZ FP-2 | C-LANA FP | SR-BI uptake up
CCN([C@H](CO)CC(C)C)S(=O)(=O)c1ccccc1 | -6 | 7 | -4 | -7 | -1 | -1 | -4 | 1.4 | -6.2 | 50
CCOc1ccc(NS(=O)(=O)c2ccc(C(=O)N(CC)CC(=O)NCc3cccs3)cc2)cc1 | -7 | 18 | 0 | -15 | -7 | -3 | -5 | -1.3 | -1.4 | -10
O=C(Nc1cccc(S(=O)(=O)N2CCCCC2)c1)c1cc([N+](=O)[O-])ccc1N1CCOCC1 | -4 | 4 | -5 | -2 | -11 | 4 | / | -3.3 | -1.9 | -23
CCCn1cnc2c(=O)oc3ccccc3c21 | -2 | -7 | 5 | -1 | -6 | 2 | -3 | / | 0.7 | -5
CC1CCCCC1NC(=O)COC(=O)C12CC3CC(CC(Cl)(C3)C1)C2 (stereo not drawn) | 5 | -18 | 4 | 2 | 2 | -5 | / | -1.4 | 0.4 | 6
Cc1cc(N2C(=O)CC(C(C)c3ccccc3)C2=O)no1 (stereo not drawn) | -2 | 3 | 0 | -6 | -11 | -1 | / | -0.9 | 1.7 | -6
O=C1C(CO)C(CO)C(CO)C1CO (stereo not drawn) | -2 | 4 | 2 | 3 | 5 | 0 | / | -0.6 | -0.8 | 24
CCC(CC)COC(=O)C1=C(C)NC(=O)NC1c1cc(OC)ccc1OC (stereo not drawn) | 8 | -2 | -5 | 4 | 1 | 2 | 0 | -0.1 | -2.7 | 8
CS(=O)(=O)c1ccc(Cl)c(NC(=O)COC(=O)CCN=C2NS(=O)(=O)c3ccccc32)c1 | 1 | 1 | 3 | -11 | -10 | 2 | -4 | 0.5 | 0.5 | 12
O=c1c(OC2OC(CO)C(O)C(O)C2OC2OC(CO)C(O)C(O)C2OC2OC(CO)C(O)C(O)C2O)c(-c2ccc(O)c(O)c2)oc2cc(O)cc(O)c12 (stereo not drawn) | 3 | -6 | 3 | -17 | -9 | 1 | 0 | 0.0 | 23 | 21
C/C(CC(=O)NC1CCCC1)=N\NC(=O)C1CCCCC1 | 3 | 0 | 2 | 3 | -4 | 2 | -3 | -3.0 | -0.3 | 11
N=C1/C(=C\c2ccc(Br)o2)C(=O)N=C2SC(CC(=O)N3CCOCC3)=NN12 | 1 | 2 | -2 | -2 | -9 | -1 | -4 | -2.1 | 54 | 10

A different layout for some results above.
Structure,RTF Ca sens act,Rtt109 Vps75,Keap1-Nrf2 PPI,PKA-R2B activ,Cardiac RTF inh,DAGLB inh,CAL PDZ FP-1,CAL PDZ FP-2,C-LANA FP,SR-BI uptake up
CCOc1ccc(NS(=O)(=O)c2ccc(C(=O)N(CC)CC(=O)NCc3cccs3)cc2)cc1,-7,18,0,-15,-7,-3,-5,-1.3,-1.4,-10
O=C(Nc1cccc(S(=O)(=O)N2CCCCC2)c1)c1cc([N+](=O)[O-])ccc1N1CCOCC1,-4,4,-5,-2,-11,4,/,-3.3,-1.9,-23

Other results
SMILES | RTF Ca sens act | Rtt109 Vps75 | Keap1-Nrf2 PPI | PKA-R2B activ | Cardiac RTF inh | DAGLB inh | CAL PDZ FP-1 | CAL PDZ FP-2 | C-LANA FP | SR-BI uptake up
O=C(NCCc1ccccc1)C1=CCN(S(=O)(=O)c2ccccc2)CC1 | -1 | 5 | -2 | 6 | -2 | 0 | -5 | -1.6 | 0.6 | -18
Cc1nc(-c2ccccc2)sc1-c1nc(-c2cccnc2)ncc1S(=O)(=O)c1ccccc1 | -11 | 0 | -11 | -2 | -5 | 0 | / | -0.9 | -2.1 | -3
Cc1cc(C(=O)N/N=C/C(Cl)=C/c2ccccc2)c(C)o1 | 0 | 5 | -3 | 3 | -6 | -4 | / | -3.7 | -0.8 | 2
Clc1cccc(-c2ccc(C=Nc3ccc(N4CCOCC4)cc3)o2)c1 | -2 | -2 | -3 | 1 | 3 | 0 | -2 | -0.6 | -1.7 | 34
CCN1C(=NCc2cc(OC)c(OC)c(OC)c2)N[C@@H](c2cccc(C(F)(F)F)c2)C(C(=O)OC)=C1C | -7 | 8 | -4 | -8 | 4 | -4 | -2 | 1.3 | -4.5 | 10
COc1ccc(/C=N/NC(=O)c2ccc(O)cc2O)cc1CSc1ccccn1 | -5 | -2 | -4 | -1 | -6 | 1 | -10 | -4.7 | 1.7 | 19
O=C(N/N=C/c1cccc(Cl)c1)C(c1ccncc1)N1CCOCC1 (stereo not drawn) | -2 | 0 | -3 | 5 | -3 | -1 | / | -0.8 | 1.0 | 0
COc1ccc([C@H]2CC(=O)C=C(c3cccc(Cl)c3O)C2)cc1OC | 2 | 13 | -1 | -1 | 5 | 2 | -4 | -1.2 | -0.5 | 4
CC(c1ccncc1)C(C)c1ccncc1 (stereo not drawn) | -2 | 0 | 1 | -8 | -4 | 1 | -2 | -0.9 | -1.1 | 36
COc1ccc(NS(=O)(=O)c2cccc(C(=O)OCC(=O)Nc3cc(C)on3)c2)cc1 | -8 | -10 | 3 | 11 | -3 | -1 | -3 | -0.2 | -5.8 | -12
